High-throughput results: PubChem, National Center for Advancing Translational Sciences (NCATS)
JMJD2A Tudor inh: inhibitors of human JMJD2A Tudor domain; AlphaScreen JMJD2A-Tudor / H3K4me3 peptide binding; Potency, µM (series often up to 114 µM), without a hit: top-dose activity change, negative = inhibition, actives largely listed as inhibitors; 390,000 tested, 4.4% active; also: % is scaled to controls: 0 for no effect and ±100 for the full control effect; nearly all actives have a fitted effect of over 50% in size
APEX1 inh: inhibitors of human APE1 endonuclease; P27695; 350,000 tested, 0.35% active; Potency, µM (doses to about 65.8 µM), without a hit: top-dose activity change, negative = inhibition, usual class: inhibitors; recombinant APE1, TAMRA/BHQ-2 abasic DNA cleavage fluorescence;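 also: plate controls were vehicle for no effect and reference inhibitor for full effect; nearly all actives have a fitted effect of over 55% in size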
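APE1 at 0.75 nM final was preincubated with compound 15 min at room temperature, then 50 nM double-stranded THF abasic-site substrate (5'-TAMRA/3'-BHQ-2) was added. Fluorescence (ex 525/em 598 nm) was read kinetically; third-minus-first read gave activity.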
G9a inh: inhibitors of human histone lysine methyltransferase G9a; Q96KQ7; G9a H3K9 monomethylation, AlphaScreen, 2 h; Potency, µM (highest dose often 102 µM), for inactives: top-dose activity, negative = inhibition, usual class: inhibitors; 350,000 tested, 8.8% active; also: % is scaled to controls: 0 for no effect and ±100 for the full control effect; nearly all actives have a fitted effect of over 75% in size
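Methyltransferase reactions run at room temperature for 2 h (20 nM enzyme, 500 nM biotin-H3K9 peptide, 20 uM SAM) after a 15 min compound preincubation; product detected by AlphaScreen beads and anti-H3K9me1 antibody.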
POLB inh: DNA polymerase beta (human) inhibition; Pol beta primer extension/strand displacement, fluorescence kinetic; Potency, µM (top dose mostly 114 µM), inactives show at the highest dose activity change, negative = inhibition, actives largely listed as inhibitors; 340,000 tested, 1.3% active; also: % is scaled to controls: 0 for no effect and ±100 for the full control effect
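Homogeneous kinetic assay of primer extension and strand displacement by 10 nM Pol beta, preincubated 15 min at room temperature with compound before 50 nM substrate (final) was added. Read at 0 and 10 min; four-parameter Hill fit.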
BLM helicase inh: inhibitors of human Bloom syndrome helicase BLM; Potency, µM (series often up to 56.1 µM), for the others: top-dose activity change, negative = inhibition, most hits filed as inhibitors; 350,000 tested, 0.2% active; P54132; recombinant BLM DNA unwinding, fluorescence dequenching;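 also: plate controls were vehicle for no effect and no enzyme for full effect; nearly all actives have a fitted effect of over 35% in size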
Pol iota inh: blocks human DNA polymerase iota activity | Pol iota fluorescent replication assay, 10 min | Q9UNA4 | AID 588590 | Potency, µM (highest dose often 115 µM), inactives show top-dose activity, negative = inhibition, usual class: inhibitors | 390,000 tested, 1% active
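Fluorescent replication assay read twice, at 0 min and 10 min after adding 50 nM (final) substrate. Enzyme (10 nM) and compounds were first incubated 15 min at room temperature; enzyme-free buffer wells were negative controls.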
Pol eta inh: DNA polymerase eta (human) inhibition; 390,000 tested, 1.2% active; recombinant Pol eta, fluorescent DNA replication assay; Potency, µM (titrated, usually from 114 µM), for the others: at the top dose activity change, negative = inhibition, usual class: inhibitors; Q9Y253; AID 588591; also: % is scaled to controls: 0 for no effect and ±100 for the full control effect
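Fluorescent replication assay: 50 nM final substrate added after a 15 min room-temperature compound preincubation with 10 nM enzyme. Signal taken at 0 min and again at 10 min.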
POLK inh: blocks human DNA polymerase kappa activity; Q9UBT6; purified Pol kappa, fluorescent DNA synthesis assay, 10 min; Potency, µM (titrated, usually from 107 µM), without a hit: top-dose activity, negative = inhibition, most hits filed as inhibitors; 400,000 tested, 0.53% active; AID 588579; also: % is scaled to controls: 0 for no effect and ±100 for the full control effect
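Kinetic fluorescence readout at 0 and 10 min followed reaction start with substrate at 50 nM final. Beforehand, enzyme (10 nM Pol kappa) stood 15 min with compound at room temperature; buffer-only wells were negative controls.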
BAZ2B block: BAZ2B (human) inhibition; Q9UIF8; AlphaScreen BAZ2B-H3K14Ac peptide displacement; Potency, µM (titrated, usually from 114 µM), for inactives: top-dose activity change, negative = inhibition, most hits filed as inhibitors; 360,000 tested, 4.4% active; AID 504333; also: % is scaled to controls: 0 for no effect and ±100 for the full control effect; nearly all actives have a fitted effect of over 60% in size
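Compounds, titrated to a top concentration of 110 uM, were incubated 30 min at room temperature with preformed BAZ2B/acetyl-K14 H3 peptide complex (50 nM each). Proximity signal was measured by AlphaScreen after 20 min with beads.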
* = called active by the depositor; & = joins results of further samples; [ ] = dose if it differs, or a comment. Calls follow the shape of the dose curve; as a rule, active = well fitted curve in the direction sought with a large enough effect; inconclusive = small, poorly fitted or top-dose-only effect, or another doubt; inactive = no such curve, though single readings can be large; an effect the other way counts as inactive or inconclusive. Potency is read from the fitted curve at half-maximal effect. This is a subset; the hit share may differ from the screen's.

`CC1CCC(NC(=O)COC(=O)C2CC3CCCC(C2)C3=O)CC1` (stereo not given) gave JMJD2A Tudor inh 3%, APEX1 inh 12%, G9a inh inconclusive, Pol iota inh 16%, Pol eta inh -18%, POLK inh -7% and BAZ2B block 7%.
Screening CCOC(=O)c1ccccc1NC(=O)c1cccnc1 returned JMJD2A Tudor inh 6%, APEX1 inh 15%, G9a inh -3%[59 µM], POLB inh -1%, BLM helicase inh 4%, Pol iota inh 7%[58.9 µM], Pol eta inh -21%, POLK inh -13% and BAZ2B block -2%.
O=C(O)c1cccc(COc2ccccc2Cl)c1 was read as JMJD2A Tudor inh -13%, APEX1 inh 1%, G9a inh -15%[12.7 µM], POLB inh -1%, BLM helicase inh 11%, Pol iota inh 18%, Pol eta inh -2%, POLK inh -3% and BAZ2B block -7%.
For COc1ccc(N/C(C)=C2/C(=O)C(=O)N(CCO)C2c2ccc([N+](=O)[O-])cc2)cc1 (stereo not given) the results were JMJD2A Tudor inh -14%, APEX1 inh -1%, G9a inh -36%[59 µM], POLB inh -24%, BLM helicase inh -3%, Pol iota inh 1%, Pol eta inh -17%, POLK inh -17% and BAZ2B block -7%.
Screening COc1ccc(CNC(=O)Cc2ccc(NC(=O)N3CCSc4ncccc43)cc2)cc1 returned JMJD2A Tudor inh 6%, G9a inh inconclusive, POLB inh 22%, BLM helicase inh 0%, Pol iota inh 11%, Pol eta inh -2%, POLK inh 16% and BAZ2B block -13%.
Screening CN(C)c1cccc(C(=O)OCC(=O)Nc2ccccc2-c2ccccc2)c1 returned JMJD2A Tudor inh -3%, APEX1 inh -1%, G9a inh 15%, POLB inh -1%, BLM helicase inh -5%, Pol iota inh 183%[activator], Pol eta inh -21%, POLK inh -7% and BAZ2B block 4%.
CCn1c(SCC(=O)c2[nH]c(C)c(C(C)=O)c2C)nnc1-c1ccncc1 was read as JMJD2A Tudor inh -13%, APEX1 inh -1%, G9a inh 3%[12.7 µM], POLB inh 12%, BLM helicase inh -5%, Pol iota inh -19%, Pol eta inh 2%, POLK inh 0% and BAZ2B block inconclusive.
COc1ccc(CNC(=O)Nc2ccc3c(c2)N(C)C(=O)c2ccccc2S3)cc1 was read as JMJD2A Tudor inh -25%, G9a inh -32%[59 µM], POLB inh -25%, BLM helicase inh -2%, Pol iota inh 10%, Pol eta inh -4%, POLK inh -2% and BAZ2B block -15%.
`COc1ccccc1C(=O)NCCNC(=O)c1ccco1` gave JMJD2A Tudor inh 25µM*, APEX1 inh 2%, G9a inh -7%[59 µM], POLB inh 11%, BLM helicase inh -3%, Pol iota inh 21%, Pol eta inh -7%, POLK inh -10% and BAZ2B block 1%.
COc1ccc2[nH]c(C(O)(Cc3cccnc3)Cc3cccnc3)cc2c1 was read as JMJD2A Tudor inh -15%, APEX1 inh 5%, G9a inh 22%[59 µM], POLB inh 50%, BLM helicase inh 1%, Pol iota inh 20%, Pol eta inh -3%, POLK inh -10% and BAZ2B block inconclusive.
For Cn1c2c(c(=O)n(C)c1=O)C(c1ccccc1Cl)C(C#N)=C(N)O2 (stereo not given) the results were JMJD2A Tudor inh 2%, APEX1 inh 4%, G9a inh 25µM*, POLB inh 2%, BLM helicase inh 2%, Pol iota inh inconclusive, Pol eta inh -7%, POLK inh 3% and BAZ2B block -23%.
Screening O=C(COC(=O)c1cc(=O)[nH]c2ccccc12)Nc1nc(-c2cccc(Br)c2)cs1 returned JMJD2A Tudor inh -14%, APEX1 inh 2%, G9a inh -16%[59 µM], POLB inh -14%, BLM helicase inh -6%, Pol iota inh 150%[activator], Pol eta inh -15%, POLK inh -1% and BAZ2B block -24%.
`COCCn1c(=S)[nH]c2cc(C(=O)NCCc3ccc(OC)c(OC)c3)ccc2c1=O` gave JMJD2A Tudor inh -6%, APEX1 inh -1%, G9a inh inconclusive, POLB inh 35%, BLM helicase inh 1%, Pol iota inh -2%, Pol eta inh -9%, POLK inh -5% and BAZ2B block -1%.
Screening O=C(CN1C(=O)C2C3CCC(C3)C2C1=O)N1CCN(Cc2ccccc2)CC1 (stereo not given) returned JMJD2A Tudor inh -13%, APEX1 inh inconclusive, G9a inh 18%, POLB inh 0%, BLM helicase inh -2%, Pol iota inh 45%[activator], Pol eta inh -3%, POLK inh -8% and BAZ2B block -13%.
For Cn1c(=O)c(C(=O)CN2CCOCC2)c(N)n(Cc2ccccc2)c1=O the results were JMJD2A Tudor inh 5%, APEX1 inh -3%, G9a inh 55%[activator][12.7 µM], POLB inh 24%, BLM helicase inh 3%, Pol iota inh -4%, Pol eta inh -6%, POLK inh -1% and BAZ2B block -6%.

The list goes on; it opens with the four that closed the last part.
Screening O=C(COC(=O)c1cc(=O)[nH]c2ccccc12)Nc1nc(-c2cccc(Br)c2)cs1 returned JMJD2A Tudor inh -14%, APEX1 inh 2%, G9a inh -16%[59 µM], POLB inh -14%, BLM helicase inh -6%, Pol iota inh 150%[activator], Pol eta inh -15%, POLK inh -1% and BAZ2B block -24%.
`COCCn1c(=S)[nH]c2cc(C(=O)NCCc3ccc(OC)c(OC)c3)ccc2c1=O` gave JMJD2A Tudor inh -6%, APEX1 inh -1%, G9a inh inconclusive, POLB inh 35%, BLM helicase inh 1%, Pol iota inh -2%, Pol eta inh -9%, POLK inh -5% and BAZ2B block -1%.
Screening O=C(CN1C(=O)C2C3CCC(C3)C2C1=O)N1CCN(Cc2ccccc2)CC1 (stereo not given) returned JMJD2A Tudor inh -13%, APEX1 inh inconclusive, G9a inh 18%, POLB inh 0%, BLM helicase inh -2%, Pol iota inh 45%[activator], Pol eta inh -3%, POLK inh -8% and BAZ2B block -13%.
For Cn1c(=O)c(C(=O)CN2CCOCC2)c(N)n(Cc2ccccc2)c1=O the results were JMJD2A Tudor inh 5%, APEX1 inh -3%, G9a inh 55%[activator][12.7 µM], POLB inh 24%, BLM helicase inh 3%, Pol iota inh -4%, Pol eta inh -6%, POLK inh -1% and BAZ2B block -6%.
For CC1(C)CC(N(Cc2ccc(F)cc2)C(=O)c2ccc(F)cc2)CCO1 (stereo not given) the results were JMJD2A Tudor inh 1%, APEX1 inh -2%, G9a inh -3%, POLB inh 22%, BLM helicase inh -1%, Pol iota inh 47%[activator], Pol eta inh -5%, POLK inh -4% and BAZ2B block -3%.
Screening O=C(NCCS(=O)(=O)N1CCN(c2ccc(F)cc2)CC1)C1CC(=O)N(c2ccc(F)cc2)C1 (stereo not given) returned JMJD2A Tudor inh -1%, G9a inh 10%[59 µM], POLB inh 2%, BLM helicase inh -2%, Pol iota inh 34%[activator], Pol eta inh -8%, POLK inh -12%[60.1 µM] and BAZ2B block 2%.
Screening COc1ccc(-n2c(Cc3cccn3C)nnc2SCC(=O)Nc2cc(Cl)ccc2OC)cc1 returned JMJD2A Tudor inh inconclusive, APEX1 inh -5%, G9a inh 40µM*, POLB inh 5%, BLM helicase inh -2%, Pol iota inh 32%[activator], Pol eta inh -22%, POLK inh -15% and BAZ2B block inconclusive.
Screening O=C1NC[C@H](Cc2ccc(O)cc2)N(CC2CCCCC2)C1=O returned JMJD2A Tudor inh -20%, APEX1 inh 2%, G9a inh 15%[59 µM], POLB inh 2%, BLM helicase inh -2%, Pol iota inh -20%, Pol eta inh 2%, POLK inh 4% and BAZ2B block 6%.
O=C(C1=C(O)C(=O)N(CCCn2ccnc2)C1c1ccc(F)cc1)c1ccco1 (stereo not given) was read as APEX1 inh 13%, G9a inh 0%, POLB inh 0%, BLM helicase inh -1% and BAZ2B block -13%.
`CCOC(=O)CN1C(=O)c2ccccc2Sc2ncccc21` gave JMJD2A Tudor inh -8%&7%, APEX1 inh 55%[activator], G9a inh 9%, POLB inh -1%&-1%, BLM helicase inh -2%&0%, Pol iota inh -3%&-29%, Pol eta inh -5%, POLK inh 0%&-14% and BAZ2B block 0%&1%.
`CC1CCCCC1NC(=O)c1cccc(S(=O)(=O)N2CCN(C)CC2)c1` (stereo not given) gave JMJD2A Tudor inh -19%, APEX1 inh 9%, G9a inh 45µM*, Pol iota inh 25%, Pol eta inh -17%, POLK inh -3% and BAZ2B block -6%.
`Cc1ccc(C2(c3ccc(C)cc3)NC(=O)N(CC(=O)NCCCN3CCCC3=O)C2=O)cc1` gave JMJD2A Tudor inh -14%, APEX1 inh 45%, Pol iota inh -14%, Pol eta inh -5% and POLK inh -9%.
Screening COc1ccccc1NC(=O)c1cnc(SC)nc1 returned JMJD2A Tudor inh -12%, APEX1 inh 0%, G9a inh 3%, POLB inh 3%, BLM helicase inh -3%, Pol iota inh 13%, Pol eta inh -1%, POLK inh 0% and BAZ2B block -2%.
For C=CCn1c(-c2cccs2)nc2ccccc21 the results were JMJD2A Tudor inh 2%, APEX1 inh 2%, G9a inh inconclusive, POLB inh -30%, BLM helicase inh -2%, Pol iota inh 7%, Pol eta inh -1%, POLK inh -6% and BAZ2B block 1%.
CC(=O)n1cc(/C=N/NC(N)=S)c2ccccc21 was read as JMJD2A Tudor inh -6%, APEX1 inh -6%, G9a inh inconclusive, POLB inh 1%, BLM helicase inh -8%, Pol iota inh 56%[activator], Pol eta inh -25%, POLK inh -13% and BAZ2B block -23%.
COCC(=O)N1CCCC(N(C)CCc2ccc(OC)c(OC)c2)C1 (stereo not given) was read as JMJD2A Tudor inh -17%, APEX1 inh 32%, G9a inh 3%[0.501 µM], POLB inh -23%, BLM helicase inh -5%, Pol iota inh 12%, Pol eta inh -2%, POLK inh 18% and BAZ2B block -16%.
Screening CCn1cc(S(=O)(=O)c2cccc(C)c2)c(=O)c2cc(F)c(N3CCN(C)CC3)cc21 returned JMJD2A Tudor inh -15%, APEX1 inh 21%, G9a inh -49%, POLB inh 27%, BLM helicase inh -4%, Pol iota inh 0%, Pol eta inh -1%, POLK inh -1% and BAZ2B block -4%.
